High-throughput results (PubChem BioAssay)
SKN-1 block = blocks SKN-1 activity in C. elegans; C. elegans VP596 Pgst-4::GFP/RFP ratio, acrylamide-induced, 24 h; inhibition, % at 21.8 µM; hit rate 0.49% among 360,000; AID 624304;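 active means interference check ratio from 0.5 to 1.5 plus GFP to RFP signal ratio inhibition reaching or exceeding a fixed threshold, cut at about 30% in these data, passing the limit was not always enough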; further: some compounds called inactive have numbers as strong as hits
DNMT1 inh = DNMT1 (human) enzyme inhibition. P26358. inhibition (reported as % activation of signal), % at 10 µM. hit rate 0.83% among 360,000. AID 588458. DNMT1 molecular beacon, Hinp1I cleavage, fluorescence; in the data active means inhibition above about 50%
Target sequence (P26358 504-1616 limits assumed): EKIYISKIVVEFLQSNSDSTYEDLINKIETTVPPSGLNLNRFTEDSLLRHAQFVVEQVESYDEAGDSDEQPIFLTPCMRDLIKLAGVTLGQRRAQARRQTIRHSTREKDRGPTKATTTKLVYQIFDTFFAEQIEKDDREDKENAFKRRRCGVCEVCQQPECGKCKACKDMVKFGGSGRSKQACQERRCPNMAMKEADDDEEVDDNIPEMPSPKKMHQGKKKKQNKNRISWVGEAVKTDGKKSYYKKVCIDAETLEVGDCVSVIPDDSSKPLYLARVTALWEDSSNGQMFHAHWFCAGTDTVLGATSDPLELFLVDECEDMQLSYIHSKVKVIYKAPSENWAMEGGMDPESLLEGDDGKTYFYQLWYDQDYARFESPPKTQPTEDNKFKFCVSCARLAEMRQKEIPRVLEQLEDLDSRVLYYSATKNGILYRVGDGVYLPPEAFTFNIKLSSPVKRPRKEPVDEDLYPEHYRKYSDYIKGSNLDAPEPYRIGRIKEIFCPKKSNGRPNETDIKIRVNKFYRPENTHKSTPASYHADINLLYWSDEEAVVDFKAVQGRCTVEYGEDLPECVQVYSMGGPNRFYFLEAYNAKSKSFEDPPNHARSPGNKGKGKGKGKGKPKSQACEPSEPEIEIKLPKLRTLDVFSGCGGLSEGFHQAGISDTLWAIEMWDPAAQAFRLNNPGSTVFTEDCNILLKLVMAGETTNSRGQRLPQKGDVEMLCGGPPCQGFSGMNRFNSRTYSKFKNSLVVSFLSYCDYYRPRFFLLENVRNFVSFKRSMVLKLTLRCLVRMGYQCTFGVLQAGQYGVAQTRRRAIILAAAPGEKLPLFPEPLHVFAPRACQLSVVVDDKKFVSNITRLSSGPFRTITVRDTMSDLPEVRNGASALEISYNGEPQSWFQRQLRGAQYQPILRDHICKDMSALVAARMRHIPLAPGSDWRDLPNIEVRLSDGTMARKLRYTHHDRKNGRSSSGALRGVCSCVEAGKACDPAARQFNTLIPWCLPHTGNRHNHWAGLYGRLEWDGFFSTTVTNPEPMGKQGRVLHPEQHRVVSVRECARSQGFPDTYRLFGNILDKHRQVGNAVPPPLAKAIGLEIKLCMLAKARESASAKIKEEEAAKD
Scp1 inh = inhibitors of human Scp-1 phosphatase; Q9GZU7; Recombinant Scp1, phosphopeptide, malachite green phosphate absorbance; inhibition, % at 20 µM; hit rate 0.88% among 340,000; AID 493091;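 active means inhibition above about 50% at 20 µM, limit read from the data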;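 further: plate controls were DMSO wells with enzyme for no effect and wells lacking enzyme for full effect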
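Incubation: 45 min enzyme reaction at room temperature / System: truncated SCP-1 phosphatase (76-261aa) / Reagent: Phospho 17-mer peptide substrate / Buffer or medium: Acidic Tris acetate buffer with magnesium and detergent / Signal: absorbance at 630 nm / Doses: one concentration, 20 µM, with 1.0% DMSO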
LMPTP inh = LMPTP (human) inhibition; P24666; recombinant LMPTP-A, OMFP fluorogenic substrate, fluorescence intensity; inhibition, % at 20 µM; hit rate 0.22% among 360,000;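 active means compounds that cut the enzyme signal by at least half of the control window in the single-dose screen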;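 further: plate controls were DMSO wells with enzyme plus substrate for no effect and substrate without enzyme for full effect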
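material = LMPTP-A | quantity = 0.625 nM enzyme | reagent = OMFP substrate, 400 µM final | buffer or medium = Bis-Tris pH 6.0, DTT, detergent | detection = endpoint fluorescence intensity from OMFP dephosphorylation | dosing = single 20 µM dose | read-out basis = % inhibition relative to no-enzyme and uninhibited control wells | control set = no-enzyme and uninhibited controls | timing = 50 min at room temperature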
STEP inh = STEP (human) phosphatase inhibition | inhibition, % at 20 µM | recombinant STEP, OMFP fluorogenic substrate, fluorescence | AID 588621 | hit rate 0.25% among 360,000;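 active means inhibition at 20 µM, scaled per plate between control wells, above about 37%, limit read from the data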;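 further: 0% = DMSO with enzyme and substrate and 100% = substrate only without enzyme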
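Test system: STEP tyrosine phosphatase / Reagent: OMFP at 25 µM / Doses: 20 µM, 1% DMSO / Read-out: percent inhibition scaled to no-enzyme and uninhibited-enzyme controls, plate-pattern corrected / Detection: FITC-channel fluorescence of OMFP product / Medium: Bis-Tris buffer pH 6.0, 2.5 mM DTT, 0.005% Tween 20 / Schedule: 20 min at room temperature, dark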
NadD block = blocks S. aureus nicotinate mononucleotide adenylyltransferase | purified NadD enzyme, colorimetric absorbance read-out | inhibition, % at 20 µM | hit rate 0.78% among 360,000; in the data active means inhibition above about 26%; further: some compounds past the cut are filed as inactive
MT1-MMP act inh = inhibitors of human MT1-MMP activation | GFP/RFP ratio change, % at 20 µM | HT1080 RFP-PRO-GFP cells, GFP/RFP ratio fluorescence, overnight; percent of plate control window, DMSO zero | hit rate 0.061% among 360,000 | AID 651647;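 active means GFP/RFP ratio change of at least 30% with cell ATP level not reduced by more than half and red fluorescence within 50% of control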; further: strong numbers were not always called active
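Test system: HT1080 RFP-PRO-GFP cells; Benchmarks: DMSO and RFP-L50D-GFP cell wells; Timing: cells overnight before dosing, compound overnight, 37 °C, 5% CO2; Compound: one 20 µM compound dose with 1% DMSO; Read-out: GFP/RFP fluorescence ratio.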
SUMO1-SIM PPI = SUMO1-SIM interaction modulation | P63165 | SUMO1 binding to a labelled peptide, TR-FRET, 1 h | inhibition, % at 20 µM | hit rate 0.33% among 360,000; in the data active means inhibition above about 37%
Rpn11 block = Rpn11 (human) deubiquitinase inhibition | calls only at 20 µM | human 26S proteasome, Ub4-pepOG fluorescence polarization; 20S core pre-blocked with epoxomicin | hit rate 0.59% among 360,000 | O00487;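 active means inhibition at 20 µM, scaled to each plate's controls, above about 33%, limit read from the data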
CendR NRP1 mod = NRP-1/CendR interaction modulation | O14786 | FAM-RPARPAR peptide binding to NRP-1, fluorescence polarization | inhibition, % at 25 µM | hit rate 0.85% among 360,000;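 active means inhibition or corrected inhibition above about 18%, plus a signal ratio from 0.5 to 1.5, limit read from the data, passing the limit was not always enough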; further: strong numbers were not always called active
The depositor's hits bear a star; i = inactive; + = active, no number.

#	SKN-1 block	DNMT1 inh	Scp1 inh	LMPTP inh	STEP inh	SMILES	NadD block	MT1-MMP act inh	SUMO1-SIM PPI	Rpn11 block	CendR NRP1 mod
1	-1	-1	6	1.5	4	COc1ccccc1C(=O)COC(=O)C(NC(=O)Cc1ccccc1)C(C)C (stereo not drawn)	-7	3	3	i	-5
2	-8	5	15	6.1	0	N=c1n(CC(=O)c2ccc(Br)cc2)c2ccccc2n1Cc1ccccc1	-5	5	-15	i	0
3	13	2	1	-1.1	1	CC1CCCC(C)N1C(=O)COC(=O)c1ccc2c(c1)OCO2 (stereo not drawn)	-2	-4	-3	i	17
4	16	4	-3	0.1	2	COCCN(C(=O)Cc1coc2cc(C)c(C)cc12)c1c(N)n(Cc2ccccc2)c(=O)[nH]c1=O	5	0	2	i	-3
5	13	-36	-11	-0.1	-1	CC(C)C[C@H]1C(=O)N2CCC[C@H]2[C@]2(O)O[C@](NC(=O)C3C=C4c5cccc6[nH]c(Br)c(c56)C[C@H]4N(C)C3)(C(C)C)C(=O)N12 (stereo partly drawn)	10	-11	-15	i	8
6	3	3	-4	-1.8	5	CCc1cc2c(=O)c(-c3cscn3)coc2cc1O	-1	2	0	i	-2
7	3	4	0	-1.3	0	Cn1ccnc1SCc1cn2cc(Br)ccc2n1	0	2	0	i	-5
8	-3	-1	-3	-1.3	-2	Cc1sc2c(c1C)c(=O)n(-c1ccccc1)c(=O)n2CC(=O)NCC1CCCO1 (stereo not drawn)	-3	2	2	i	7
9	-8	-2	-2	4.1	0	COc1ccc(C2=CC(=O)C[C@H](COCc3ccccc3)N(C(=O)OC(C)(C)C)O2)cc1	-2	-4	-6	i	6
10	-5	1	-4	1.8	2	CCOC(=O)C1=CN(Cc2cccc(F)c2)S(=O)(=O)N(C)C1c1ccc(C(F)(F)F)cc1 (stereo not drawn)	-4	-10	5	i	10
11	-1	3	-1	-2.7	2	CC1(c2cccc(Br)c2)NC(=O)NC1=O (stereo not drawn)	5	1	-2	i	0
12	-3	-1	-2	-0.9	-1	Cc1cccc(NC(=S)N2CCOCC2)c1C	1	-5	-1	i	-5

Fetched by structure from above (6):
#	SKN-1 block	DNMT1 inh	Scp1 inh	LMPTP inh	STEP inh	SMILES	NadD block	MT1-MMP act inh	SUMO1-SIM PPI	Rpn11 block	CendR NRP1 mod
3	13	2	1	-1.1	1	CC1CCCC(C)N1C(=O)COC(=O)c1ccc2c(c1)OCO2 (stereo not drawn)	-2	-4	-3	i	17
2	-8	5	15	6.1	0	N=c1n(CC(=O)c2ccc(Br)cc2)c2ccccc2n1Cc1ccccc1	-5	5	-15	i	0
6	3	3	-4	-1.8	5	CCc1cc2c(=O)c(-c3cscn3)coc2cc1O	-1	2	0	i	-2
12	-3	-1	-2	-0.9	-1	Cc1cccc(NC(=S)N2CCOCC2)c1C	1	-5	-1	i	-5
7	3	4	0	-1.3	0	Cn1ccnc1SCc1cn2cc(Br)ccc2n1	0	2	0	i	-5
9	-8	-2	-2	4.1	0	COc1ccc(C2=CC(=O)C[C@H](COCc3ccccc3)N(C(=O)OC(C)(C)C)O2)cc1	-2	-4	-6	i	6

New compounds follow.
#	SKN-1 block	DNMT1 inh	Scp1 inh	LMPTP inh	STEP inh	SMILES	NadD block	MT1-MMP act inh	SUMO1-SIM PPI	Rpn11 block	CendR NRP1 mod
13	13	3	-2	2.6	-5	C/C(=N\NC(=O)Cc1ccccc1)c1ccc(Br)s1	-4	4	0	i	10
14	-22	4	3	-1.5	-2	CCn1c(CN2CCCCC2)nc2cc(S(=O)(=O)N3CCCCC3)ccc21	-6	22	2	i	-5
15	3	3	-1	0.1	-3	Cc1ccc(C)c(N2C(=O)c3cc(N4CCOCC4)c([N+](=O)[O-])cc3C2=O)c1	-3	4	-27	i	-6
16	-4	1	0	0.2	3	CC1Oc2ccccc2N(CC(=O)NCc2cccs2)C1=O (stereo not drawn)	-2	6	2	i	-10
17	-4	-6	11	-2.4	0	CCOC(=O)c1ccc(NC(=S)N2CCSC2c2ccc(Cl)cc2)cc1 (stereo not drawn)	-4	4	-1	i	0
18	-22	-1	-2	-0.3	-1	CCOc1ncccc1C(=O)OCC(=O)c1c(N)n(C)c(=O)n(C)c1=O	1	-3	0	i	-6
19	9	-13	3	7.0	3	Cc1cc(C(=O)CSc2nc(N)cc(N)n2)c(C)n1CCc1ccc(F)cc1	26	-3	2	i	6
20	2	-2	-7	-3.1	-1	CCOC(=O)c1ccc(N2CCOCC2)c(NC(=O)COCC(=O)O)c1	-6	1	1	i	11
21	-18	4	2	-0.3	-3	N#Cc1c(N)nc2c(c1-c1ccncc1)CCCCC2	7	-5	1	i	18
22	-9	-4	-11	1.2	0	Cc1ccc(S(=O)(=O)Nc2ccccc2-c2ccccc2)cc1	-3	0	2	+	12
23	6	3	1	-0.3	-1	COc1ccc(N2C(=O)c3ccccc3NC23CCCCC3)cc1	3	8	3	i	3
24	10	-23	9	2.3	5	CN1c2cccc3cccc(c23)N(C)C1c1cccs1	7	2	-6	i	-5

Reformatted bar-delimited: entries from further up.
cpd | Compound | SKN-1 block | DNMT1 inh | Scp1 inh | LMPTP inh | STEP inh | NadD block | MT1-MMP act inh | SUMO1-SIM PPI | Rpn11 block | CendR NRP1 mod
14 | CCn1c(CN2CCCCC2)nc2cc(S(=O)(=O)N3CCCCC3)ccc21 | -22 | 4 | 3 | -1.5 | -2 | -6 | 22 | 2 | i | -5
20 | CCOC(=O)c1ccc(N2CCOCC2)c(NC(=O)COCC(=O)O)c1 | 2 | -2 | -7 | -3.1 | -1 | -6 | 1 | 1 | i | 11

Compounds as they come. About 3.9% of those tested had a hit in this group.
